# High-throughput results as filed in PubChem.
# S3 lipid droplet: qHTS Assay for Lipid Storage Modulators in Drosophila S3 Cells; Drosophila S3 cells, BODIPY lipid droplet fluorescence, 18-24 h; cells fed with added oleic acid; lipid storage change, negative = inhibition, % at the top dose, mostly 46.1 µM; hits show Potency in µM; 320,000 tested, 0.64% active; AID 2685; active = well fitted inhibition curve with a large enough effect in the signal ratio, with a control signal flat, not every such curve was filed as active; inconclusive = small, poorly fitted or top-dose-only effect, or effect the other way, or a change in a side signal; the % refers to the signal ratio
#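 Laser-scanning cytometry quantifies lipid droplet accumulation (500–530 nm total intensity; droplet/cell object ratio) in oleic acid-fed (400 uM added) Drosophila S3 cells treated with a concentration series. 20 uM Triacsin C defined 100% inhibition.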
# S3 lipid droplet cell count max: further read-out of S3 lipid droplet, marked with its call; cell number change, %; measured here: cell count max response;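 cells counted by Cell Tracker Red CMTPX staining in the red channel; peak over a dose series mostly up to 46.1 µM; percent activity relative to internal control wells on each plate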
# Starred values were filed as active, the others as inactive; i = inactive; ? = inconclusive; nt = no result given; [ ] = another dose, or the depositor's remark. % is set by controls: 0 for no effect and ±100 for the full control effect; potency is the fitted concentration of half-maximal effect. The list is partial; count on the stated rates, not on these rows.
SMILES,S3 lipid droplet,S3 lipid droplet cell count max
COc1cc(OC)cc(C(=O)NC(=S)Nc2nnn(C)n2)c1,5%,20
N#Cc1ccccc1NC(=O)CSc1nnc(-c2ccc(F)cc2)n1-c1ccccc1,?,nt
c1cncc(-c2nc(NCCCn3ccnc3)c3ccccc3n2)c1,?,nt
Cc1cc(C(=O)Nc2cccc(S(=O)(=O)N3CCCCC3)c2)c2ccccc2n1,?,nt
CCN(CC(=O)Nc1ccc2c(c1)OCO2)S(=O)(=O)c1ccccc1,?,nt
O=C(NCc1ccccn1)c1ccc([N+](=O)[O-])cc1,4%,4
CN(C)N1C(N)=C(C#N)C(c2cccc(Cl)c2)C2=C1CCCC2=O (stereo not given),i,nt
COC(CNC(=O)CCc1c(C)nc2c(c(C)nn2-c2ccc(C)cc2)c1C)OC,-2%,nt
CCOC(=O)C(C)Oc1nc(Oc2ccccc2)nc(N(C)C)n1 (stereo not given),i,4
CSc1nc2cc(S(=O)(=O)N3CCCCC3)ccc2s1,?,nt
CC[C@@H](C)[C@H](CN[C@H](CNC)[C@@H](C)O)NCCc1ccc(OC)cc1,0%,-9
O=C(COC(=O)Cc1cccs1)NCc1ccc(F)cc1,-17%,-13
COC(=O)C1=C(C)NC(=S)NC1c1ccc(-c2cc(Cl)ccc2Cl)o1 (stereo not given),?,nt
O=C(NCCN=C1NS(=O)(=O)c2ccccc21)c1ccc2nccnc2c1,?,nt
CCc1n[nH]c(=S)n1/N=C/c1ccc(N(C)c2ccccc2)cc1,7%,-15
CCOC(=O)C(C#N)C(c1cccnc1)c1c(C)[nH][nH]c1=O (stereo not given),?,nt
CCOC(=O)N1CCN(c2c(-c3ccc(C)c(C)c3)c(=O)c2=O)CC1,9%,5
CC(C)C(NC(=O)c1ccc([N+](=O)[O-])cc1Cl)C(=O)N1CCCC1 (stereo not given),?,nt
CCN(CC(=O)Nc1ccc(OC)cc1)C(=O)c1cc(-c2cccs2)nn1-c1ccccc1,?,nt
Cn1c(C(C)(O)C(O)c2ccccc2)nc2ccccc21 (stereo not given),-8%,-10
Cc1cc(C(=O)CSc2nnnn2C)c(C)n1-c1ccc2c(c1)OCCO2,?,nt
COc1ccc2nc(SCC(=O)N(C)C3CCCCC3)c(C#N)cc2c1,-3%,nt
CCc1cc(=O)oc2c(C)c(O)c(CN3CCCCC3)cc12,?,nt
CCCC(=O)Nc1cc(OCC)c(NC(=O)NC2CCCCC2)cc1OCC,?,nt
COc1cc(-c2nc3ccccc3s2)ccc1O,i,25
COc1cc(C(=O)C(=O)c2cc(OC)c(O)c(OC)c2)cc(OC)c1O,8%,10
O=c1c2ccccc2nnn1CSc1ccc2ccccc2n1,29%,-11
C=CCC(COCc1ccccc1)NS(=O)(=O)c1ccccc1Br (stereo not given),?,nt
Cc1[nH]c2ccccc2c1C(=O)C(=O)N(C)C1CCCCC1,-2%,-6
O=C(N/N=C/c1ccccn1)c1c[nH]c2ccccc12,5%,20
CC(C)(C)c1ccc(C(=O)OCC(=O)NC2CC2)cc1,i,nt
COc1ccccc1N1CCN(C(=O)c2c(-c3c(F)cccc3Cl)noc2C)CC1,?,nt
O=C(COc1ccccc1Cl)N1CCN(C(=O)c2ccco2)CC1,?,nt
COCC(=O)N1CCN(c2ccc([N+](=O)[O-])cc2)CC1,11%,nt
Cn1c(=O)c2[nH]c(-c3cccnc3)nc2n(C)c1=O,4%,-2
Cc1cc(C)c(C#N)c(N2CCN(Cc3ccc4c(c3)OCO4)CC2)n1,?,nt
CCOc1ccc(OCCCC(=O)N(CC)CC(=O)Nc2c(F)cccc2F)cc1,?,nt
COc1ccc(C)cc1NC(=O)CN1C(=O)COc2ccc(S(=O)(=O)N3CCOCC3)cc21,?,nt
CCc1nc(N)c(C#N)c(-c2ccncc2)c1C,?,nt
Cc1cccc(NC(=O)CSc2nnc(C)c(=O)n2N)c1C,14%,4

# Shown field by field: part of the list above.
COc1ccccc1N1CCN(C(=O)c2c(-c3c(F)cccc3Cl)noc2C)CC1
  S3 lipid droplet: ?	S3 lipid droplet cell count max: nt

Cc1cccc(NC(=O)CSc2nnc(C)c(=O)n2N)c1C
  S3 lipid droplet: 14%	S3 lipid droplet cell count max: 4

# (list continues)
SMILES,S3 lipid droplet,S3 lipid droplet cell count max
CCC(=O)N1CCc2cc(S(=O)(=O)CCC(=O)NCc3ccc(C)cc3)ccc21,?,nt
O=C(Nc1ccccc1)c1nnsc1S(=O)(=O)c1ccc(Cl)cc1,?,nt
CC1=C/C(=C/N(C)C)C(=O)O1,1%,-21
O=C(NCc1ccc2c(c1)OCO2)c1c[nH]c2ccc(S(=O)(=O)N3CCOCC3)cc2c1=O,?,nt
COc1ccc2cc(C(=O)NC3CCCCC3)c(=O)oc2c1,?,nt
CCCc1[nH]n(-c2nc3ccccc3s2)c(=O)c1C=NCCN1CCOCC1,?,nt
Cc1nn(-c2ccccc2)c2[nH]c(=O)c(CNCc3ccc4c(c3)OCO4)cc12,?,nt
NNC(=O)c1nnn(-c2nonc2N)c1-c1cccs1,?,nt
CCn1c(=NC(=O)CN2C(=O)CCC2=O)sc2c(C)cc(C)cc21,12%,nt
CCc1ccc(Nc2nnc(SC3CCOC3=O)s2)cc1 (stereo not given),9%,-7
CCCCn1c(N)c(N(CC(C)C)C(=O)CN(C)S(=O)(=O)c2ccc(F)cc2)c(=O)[nH]c1=O,?,nt
Cc1nc2c(C(=O)NCc3ccc4c(c3)OCO4)c[nH]n2c(=O)c1Cl,-7%,-17
CC1CCN(C(=O)CCCNC(=O)Cn2cnc3sc4c(c3c2=O)CCCC4)CC1,i,-18
CC(C)CSc1nnc2c3ccccc3n(C)c2n1,?,nt
COc1ccc(C2CC(O)(c3ccccc3)Oc3cc(OC)cc(OC)c32)cc1 (stereo not given),-18%,-15
COc1ccccc1C1C(C(=O)c2cc3ccccc3o2)=C(O)C(=O)N1c1cc(C)on1 (stereo not given),?,nt
COc1cccc(CNc2nc3nc(C)cc(C)n3n2)c1,?,nt
C/C(=N\NC(=O)c1cc(C)nc2ccccc12)c1ccco1,?,nt
Cc1ccc(Cl)c(OC(=O)c2ccc(N3CCOCC3)c([N+](=O)[O-])c2)c1,-19%,-26
N#CCC(=O)Nc1ccc(C(=O)OCC(=O)Nc2ccccc2Sc2ccccc2)cc1,?,nt
CC(NC(=O)c1ccc(C#N)cc1)C1CC2CCC1C2 (stereo not given),?,nt
CC(NC(=O)Cc1ccc(S(=O)(=O)N2CCOCC2)s1)c1ccc(Cl)c(Cl)c1 (stereo not given),4%,-9
Cc1ccc(/C=C/C(=O)O)cc1S(=O)(=O)N(C)CCO,-2%,-1
C(#Cc1ccccc1)Cn1nnc2ccccc21,?,nt
CNC(=S)N1CCN(c2cccc(OC)c2)CC1,?,nt
COc1ccc(C)cc1NC(=O)CSc1ccc(-c2cccnc2)nn1,?,nt
CCc1nnc(NS(=O)(=O)c2ccc(N=Cc3c(C)[nH]n(-c4ccc(C)c(C)c4)c3=O)cc2)s1,-15%,8
CCCn1c(N)c(Sc2ccccc2[N+](=O)[O-])c(=O)n(CCC)c1=O,?,nt
CCCCCC(=O)Nc1ccc(N2CCOCC2)c(S(=O)(=O)Nc2ccc(OC)cc2)c1,?,nt
Cc1cc(NC(=O)c2cc(-c3cccs3)on2)nn1Cc1ccc(Cl)cc1,?,nt

# Molecules shown so far that contain a nitro group on carbon:
SMILES,S3 lipid droplet,S3 lipid droplet cell count max
O=C(NCc1ccccn1)c1ccc([N+](=O)[O-])cc1,4%,4
CC(C)C(NC(=O)c1ccc([N+](=O)[O-])cc1Cl)C(=O)N1CCCC1 (stereo not given),?,nt
COCC(=O)N1CCN(c2ccc([N+](=O)[O-])cc2)CC1,11%,nt
Cc1ccc(Cl)c(OC(=O)c2ccc(N3CCOCC3)c([N+](=O)[O-])c2)c1,-19%,-26
CCCn1c(N)c(Sc2ccccc2[N+](=O)[O-])c(=O)n(CCC)c1=O,?,nt

# (listing goes on)
SMILES,S3 lipid droplet,S3 lipid droplet cell count max
COc1ccc(NC(=O)C2=CC(c3ccc(OC)cc3)=NS(=O)(=O)N2C)cc1,?,nt
Cc1ccc(-c2c[n+](CC(=O)Nc3nc(-c4ccccc4)cs3)c3n2CCC3)cc1,11%,1
CCCCN(C)Cc1c(C)[nH]c2ccc(Cl)cc2c1=O,?,nt
Cn1c(Cn2c(=O)sc3ccccc32)nnc1SCC(=O)NCCc1ccccc1,-18%,-6
O=C(O)CSC(C(=O)Nc1ccc(Br)cc1)c1ccccc1 (stereo not given),i,nt
O=C(c1ccc(O)cc1)c1ccc(O)cc1O,3%,-7
COc1ccccc1-c1noc2ncnc(Nc3ccccc3C)c12,16%,11
Cc1cccc(Cn2c(SCCO)nc3c2c(=O)n(C)c(=O)n3C)c1,16%,-20
COc1ccc(-c2c[n+]3c(n2-c2c(C)n(C)n(-c4ccccc4)c2=O)CCCCC3)cc1,?,nt
O=C(c1ccc(Cl)cc1)N1CCN(C(=O)c2ccco2)CC1,0%,-24
COc1ccc(O)c(-c2cc(C(F)(F)C(F)F)nc(-c3ccccc3)n2)c1,?,nt
Cc1cc(OCC(=O)Nc2cc(S(=O)(=O)N3CCOCC3)ccc2N2CCCC2)ccc1C(C)C,?,nt
COc1cccc(-n2cnc3sc(C)cc3c2=O)c1,?,nt
CCC(C)(C)c1ccc(Oc2ccc(N)cc2)cc1,?,nt
Cn1c(N)c(C(=O)COC(=O)c2ccc([N+](=O)[O-])o2)c(=O)n(C)c1=O,-15%,-17
Cc1ccc(/C=C2\CCn3c2nc2cc(C(=O)O)ccc2c3=O)c(C)c1,?,nt
CCOc1ccc(NC(=O)CN(C)C(=O)c2ccccc2-n2cnnn2)cc1OCC,?,nt
CCOc1ccc(N(CC(=O)N2CCc3ccccc32)S(=O)(=O)c2c(C)noc2C)cc1,?,nt
Cn1nccc1C(=O)Nc1ccn(C23CC4CC(CC(C4)C2)C3)n1,11%,7
O=C(NCc1ccc2c(c1)CCO2)Nc1cccc(C(F)(F)F)c1,?,nt
Cc1ccc(NC2=C(Cl)C(=O)OC2OC(=O)c2ccco2)cc1C (stereo not given),-16%,-3
O=C(O)CSc1c2c(nc3cc(C(=O)Nc4ccc(F)c(Cl)c4)ccc13)CCCC2,?,nt
CCSc1ccccc1C(=O)Nc1cccnc1,-2%,3
CCCCn1c(=O)n(C)c(=O)c2c3c(sc21)COC(C)(C)C3,8%,-15
Nc1nonc1C(=O)N/N=C/c1ccncc1,-7%,-11
CCOC(=O)c1cn2nc(Oc3ccccc3)ccc2n1,3%,-2
O=C(O)/C=C/C(=O)N(Cc1ccc2c(c1)OCO2)C1CC(=O)N(CCc2ccccc2)C1=O (stereo not given),?,nt
CCOC(=O)c1csc(NC(=O)c2ccccc2)n1,?,nt
Cc1nc2nc[nH]n2c(=O)c1CC(=O)O,?,nt
CC(C)(C)c1cc(C(=O)NN)n(Cc2ccc(F)cc2)n1,-16%,-3
COc1ccc(N2C(=O)CC(N3CCC(c4nc5ccccc5[nH]4)CC3)C2=O)cc1 (stereo not given),?,nt
Cc1oc2c(C)c3oc(=O)c(CCC(=O)NCCCN4CCCC4=O)c(C)c3cc2c1C,?,nt
Cc1ccc(NC(=O)c2cccc(OCc3c(C)noc3C)c2)cc1S(=O)(=O)Nc1ccccc1Cl,?,nt
CCCCCCC1CC(CCc2nc(=S)[nH][nH]2)C(=O)O1 (stereo not given),6%,4
COC(=O)c1ccccc1S(=O)(=O)NC(=O)c1ccccc1,6%,12
CCOc1ccc(-c2cc(NC(=O)c3c(F)cccc3F)c(C(=O)O)s2)cc1,?,nt
CC(=O)c1ccc(NC(=S)NC(=O)CC(C)C)cc1,10%,9
COc1cc(/C=N\NC(=O)CNC(=O)C2COc3ccccc3O2)ccc1O (stereo not given),?,nt
C/C(=N\Nc1ccc(F)cc1F)c1cccs1,?,nt
O=C(O)CNC(=O)C(Cc1ccccc1)NC(=O)OCc1ccccc1 (stereo not given),-3%,-10
O=C(Nc1c2c(nn1-c1ccccc1)CS(=O)C2)c1ccc(S(=O)(=O)N2CCOCC2)cc1 (stereo not given),-21%,6
CCNC(=O)n1cc(-n2cncn2)c(-c2ccc(Cl)cc2)n1,?,nt
COc1ccc(C)cc1NC(=O)c1cc(-c2ccccc2)nc2c1cnn2C(C)C,29%,-18
COc1ccc(C(=O)Nc2ccc(Cl)cn2)cc1Cl,-7%,-5
COC(=O)c1[nH]c2ccc(C)cc2c1NC(=O)CN1CCc2cc(OC)c(OC)cc2C1,?,nt
O=C1C=C(/C=C/c2ccccc2)C[C@@H](c2ccc(F)cc2)C1,?,nt
COc1ccc(C)cc1NC(=S)N1CCN(S(C)(=O)=O)CC1,?,nt
O=C(CSc1nncs1)N1CCN(C(=O)c2ccco2)CC1,?,nt
Cc1cc(SCC(=O)NC2CCCCC2)nc2ccccc12,?,nt
O=C(NCC1CCCO1)c1ccc(CS(=O)(=O)c2ccc(Cl)cc2)o1 (stereo not given),?,nt
CCOc1ccccc1C1CC(=O)Nc2cc3c(cc21)OCCO3 (stereo not given),4%[9.22 µM],8
Fc1ccc(Cn2nnnc2C(c2cccs2)N2CCN(C3CCCCC3)CC2)cc1 (stereo not given),7%,-5
CCCCCCOc1ccc(/C=c2\s/c(=C(/C#N)C(=O)NCc3ccco3)n(-c3ccccc3)c2=O)cc1,22%,-2
